Screens from PubChem BioAssay.
aSyn yeast rescue: rescues yeast growth from alpha-synuclein toxicity; Potency, µM (top dose mostly 46.1 µM), without a hit: at the top dose growth rescue (activation), usual class: activators; 94,000 compounds, 0.02% hits; AID 1347070; S. cerevisiae alpha-synuclein toxicity rescue, BacTiter-Glo growth, 24 h; active means well fitted activation curve with a large enough effect; inconclusive means small, poorly fitted or top-dose-only effect; further: 0% is about no effect
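Growth restoration measured by BacTiter-Glo luminescence after 24 hr at 30 deg C; alpha-synuclein yeast, raffinose-pregrown to mid-log, were added at OD600=0.02 in galactose medium onto pinned compounds.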
* hit, by the source's call; ? = inconclusive; & = joins results of further samples. Potency means the concentration at half of the fitted maximal effect. Some of the compounds tested; count on the stated rates, not on these rows.

SMILES	aSyn yeast rescue
COc1ccc(CCNC(=O)c2c(C)oc3nc(C)nc(N4CCOCC4)c23)cc1OC	-3%
CCC1=NN2C(=N)/C(=C\c3ccc(OCCOc4ccc(NC(C)=O)cc4)cc3)C(=O)N=C2S1	2%
CCCCCOC(=O)Nc1nnc(CCCCC)s1	9%
Cc1[nH]c(=O)[nH]c(=O)c1CSCC(=O)OCC(=O)Nc1ccccn1	0%
CCOC(=O)c1ccc(NC(=O)C2=C(C)Nc3nc(CCCO)nn3C2c2ccc(OC)cc2)cc1 (stereo not given)	-10%
COc1ccc(C(=O)Nc2ccc3c(c2)CCCN3S(=O)(=O)c2ccc(C)cc2)c(OC)c1	-6%
CCC1=Nc2cc(C(=O)NCCCOC(C)C)ccc2Sc2ccc(C)cc21	6%
Cc1cccc(N2CCN(CCCNC(=O)c3nnc(Cc4c(F)cccc4Cl)o3)CC2C)c1 (stereo not given)	7%
COc1ccc2c(c1)CC(N1CCN(C)CC1)c1cc(OC)ccc1S2 (stereo not given)	4%
N/C(CSc1ccc(Cl)cc1)=N\NC(=O)c1ccncc1	-3%
CCOC(=O)CSc1nc2c([nH]c3ccccc32)c(=O)n1-c1ccc(OC)cc1	-12%
O=C(Nc1cc(Cl)ccc1Cl)c1cc(S(=O)(=O)N2CCc3ccccc3C2)ccc1F	3%
COC(=O)c1ccc(C(=O)OC)c(NC(=O)Cc2cccs2)c1	1%
COc1ccc(-c2nsc(NC(=O)C(C)Oc3ccc(Cl)c(C)c3)n2)cc1 (stereo not given)	-16%
Cc1ccc2occ(CC(=O)N(Cc3ccc(C(C)C)cc3)C3CCS(=O)(=O)C3)c2c1 (stereo not given)	?
O=c1c(N2CCN(c3cccc(C(F)(F)F)c3)CC2)csc2ccccc12	2%
CCc1nn(CC(=O)N2CCN(C)CC2)c(=O)c2cccn12	2%
COc1ccc(CNC(=O)CCCn2nc(C)n3c(cc4sccc43)c2=O)cc1	-7%
O=C(Nc1ccc2nc3n(c(=O)c2c1)CCCCC3)C(=O)Nc1ccccc1F	10%
COc1ccc(-c2c(C)c3ccc(O)c(CN4CCOCC4)c3oc2=O)cc1OC	-1%
COc1ccc(-n2nc(C(=O)NCC(=O)NCCC3=CCCCC3)c3ccccc3c2=O)c(OC)c1	6%
O=C(O)c1ccc(Cn2c(SCc3ccc(F)cc3)nc3ccncc32)cc1	3%
O=S(=O)(c1ccccc1F)N1CCN(C(=S)NCc2ccccc2)CC1	3%
Cc1cccc(N2CCN(C(=O)c3cnn(-c4ccccc4)c3C3CCN(C(=O)OC(C)(C)C)CC3)CC2)c1C	7%
O=C(Nc1ccc(F)cc1)Nc1ccc2snnc2c1	-8%

Following part:
SMILES	aSyn yeast rescue
CC(OC(=O)c1cc(-c2cccnc2)nc2ccccc12)C(=O)Nc1ccc2ccccc2c1 (stereo not given)	-3%
CC(=O)c1cccc(NC(=O)C(C)OC(=O)CCC2CCCCC2)c1 (stereo not given)	-17%
CC(=O)N1CCc2cc(Br)cc(S(=O)(=O)N3CCC(C)CC3)c21	0%
Nc1nc(-c2ccco2)nn1S(=O)(=O)c1ccc(Cl)cc1	-9%
Cc1cccnc1NC(=O)Nc1cccc(F)c1	3%
O=C1CC(c2c(F)cccc2Cl)c2c(ccc3ccccc23)N1 (stereo not given)	-11%
Cc1ccc(S(=O)(=O)N2CCC(C(=O)NCCN3CCOCC3)CC2)cc1	2%
O=C(NCCCn1ccnc1)C1CC(c2ccccc2Cl)=NO1 (stereo not given)	-9%
CCc1nnc(NC(=O)CSc2nnc(Cc3cc(=O)[nH]c(=O)[nH]3)n2-c2ccc(OC)cc2)s1	-5%
Cc1oc2c(c1C(=O)Nc1cccc(Br)c1)C1=NCCN1C=N2	-7%
COc1ccc(NC(=O)CN(C)S(=O)(=O)c2ccc3[nH]c4c(c3c2)CCCC4)cc1Cl	-3%
CSc1ccc(/C=C/C(=O)c2ccc(O)cc2)cc1	-12%
O=C(/C=C/c1ccc(F)cc1)N1CCN(c2ncccn2)CC1	-4%
CCN(CC)c1ccc(C=NCCNS(=O)(=O)c2ccc(C)cc2)cc1	-3%
COc1ccc(C(=O)Nc2ccccc2C(=O)NC(Cc2c[nH]c3ccccc23)C(=O)O)cc1 (stereo not given)	-2%
Cc1ccccc1NC1c2ccccc2C(=O)N1Cc1ccco1 (stereo not given)	3%
O=C(/C=C/Nc1ccc(S(=O)(=O)Nc2ncccn2)cc1)c1ccc2ccccc2c1	0%
Cc1ccc([C@H]2C[C@H](n3cc(COC(=O)c4ccccc4)nn3)[C@@H](O)CN2C(=O)C2CCCCC2)cc1	6%
O=C(Cc1csc(NC(=O)Nc2cccc(Cl)c2)n1)NCc1ccccn1	-14%
Cc1ccc(C(=O)NCCCNC(=O)Cc2ccccc2)cn1	-10%
Cc1nnc2ccc(-c3cccc(NC(=O)c4ccco4)c3)nn12	-4%
O=c1c(-c2cc(-c3ccccc3)nc3c2COc2ccccc2-3)coc2ccc(Cl)cc12	-1%
O=C(NCCc1csc(-c2ccc(F)cc2)n1)c1ccc(Br)o1	-2%
Cc1c(C(=O)Nc2ccccc2Cl)oc2ccc(S(=O)(=O)N3CCCCCC3)cc12	-3%
COc1ccc2cc(C(=O)C3CCCN(C(=O)c4cnccn4)C3)ccc2c1 (stereo not given)	-10%

Given comma-delimited: 5 of the compounds above
SMILES,aSyn yeast rescue
CCc1nnc(NC(=O)CSc2nnc(Cc3cc(=O)[nH]c(=O)[nH]3)n2-c2ccc(OC)cc2)s1,-5%
Cc1oc2c(c1C(=O)Nc1cccc(Br)c1)C1=NCCN1C=N2,-7%
COc1ccc(NC(=O)CN(C)S(=O)(=O)c2ccc3[nH]c4c(c3c2)CCCC4)cc1Cl,-3%
CSc1ccc(/C=C/C(=O)c2ccc(O)cc2)cc1,-12%
O=C(/C=C/c1ccc(F)cc1)N1CCN(c2ncccn2)CC1,-4%

New compounds follow:
SMILES	aSyn yeast rescue
CCc1ccc(-c2nc(CN3CCC(C(=O)NCCc4ccc(Cl)cc4)CC3)c(C)o2)cc1	-10%
O=C(CCn1c(=O)c2cccn2c2ccc(F)cc21)NCCc1ccc(Cl)cc1	-13%
COc1ccc(-c2nnc(OCc3ccccc3)c3ccccc23)cc1	7%
CC(=O)N1N=C(c2ccco2)CC1c1ccc(Br)cc1 (stereo not given)	14%
O=C(O)/C=C/C(=O)N1CCN(C(=O)/C=C/C(=O)O)CC1	7%
COc1ccc(OC)c(NC(=O)CC(=O)Nc2ccc3nc4n(c(=O)c3c2)CCCCC4)c1	0%
O=C1CN(C(=O)COc2ccc(Cl)cc2)C(c2ccc(F)cc2)c2cc(Cl)ccc2N1 (stereo not given)	11%
COCCn1c(SCC(=O)Nc2ccc(Br)cc2)nc2c([nH]c3ccccc32)c1=O	-2%
N#CCn1cnc2sc(-c3ccccc3)cc2c1=O	2%
O=C(O)CSc1nc2ccccc2s1	12%
O=C(COc1ccc(F)c(Cl)c1)NC(=O)NC1CCCC1	15%
CCOC(=O)c1ccc(N2C(=O)c3n[nH]c(-c4cccs4)c3C2c2cccc(O)c2)cc1 (stereo not given)	-2%
CCCn1cc(S(=O)(=O)c2ccc(CC)cc2)c(=O)c2cc(F)c(N3CCN(C)CC3)cc21	2%
CCOCCSc1c(C)cnc2c1c(=O)n(C)c(=O)n2C	-9%
COc1ccc(NC(=O)CC(C)=O)c(OC)c1	-2%
COc1cccc(NC(=O)Nc2nnc(CC(=O)Nc3ccccc3)s2)c1	-4%
COc1ccc(-c2noc(-c3ccc(NCc4cccnc4)c([N+](=O)[O-])c3)n2)cc1OC	-1%
CCOc1ccc(NC(=O)CCC(=O)NNC(=O)Nc2ccc(Cl)cc2)cc1	-2%
COc1cccc(NC(=O)CNS(=O)(=O)c2ccc(Cl)cc2)c1	-10%
Cc1cc(C)n(-c2nc3ccccc3nc2Nc2ccc(N(C)C)cc2)n1	0%
Cc1ccc(S(=O)(=O)N2CCc3cc(C(=O)N(C)Cc4ccccc4)ccc32)cc1	30%
COc1cccc(CNC(=O)Cn2ncc3c(=O)oc4ccccc4c32)c1	-2%&-14%
CC1=C(C(=O)N(C(C)C)C(C)C)CC(CC(=O)NCCc2ccccn2)C(=O)N1Cc1ccccc1 (stereo not given)	-8%
CCn1c2ccccc2c2cc(CN3CCN(Cc4ccccc4F)CC3)ccc21	-13%
CCOc1ccccc1NC(=O)Cn1c(=O)n(Cc2ccccc2)c(=O)c2c(C)c(C)sc21	2%

Quoted at random: 5 compounds from above.
SMILES	aSyn yeast rescue
O=C(Nc1ccc(F)cc1)Nc1ccc2snnc2c1	-8%
CC(OC(=O)c1cc(-c2cccnc2)nc2ccccc12)C(=O)Nc1ccc2ccccc2c1 (stereo not given)	-3%
COC(=O)c1ccc(C(=O)OC)c(NC(=O)Cc2cccs2)c1	1%
CCOC(=O)c1ccc(N2C(=O)c3n[nH]c(-c4cccs4)c3C2c2cccc(O)c2)cc1 (stereo not given)	-2%
CCCCCOC(=O)Nc1nnc(CCCCC)s1	9%

Additional compounds.
SMILES	aSyn yeast rescue
Cc1ccc([C@H]2C[C@H](n3cc(C4CC4)nn3)[C@@H](O)CN2CC2CCCCC2)cc1	3%
CC1=C(C(=O)Nc2cccnc2)C(c2ccccc2)n2nc(-c3ccc(O)cc3)nc2N1 (stereo not given)	0%
COc1ccccc1CNC(=O)CN1C(=O)CSc2ccc(S(=O)(=O)N3CCCC3)cc21	1%
COc1ccc(-c2nc(C)c(CCNC(=O)c3cccs3)s2)cc1OC	10%
COc1ccc(C(=O)c2oc3ccccc3c2NC(=O)COc2cccc(C)c2)cc1	-4%
Cn1c(COc2ccccc2O)[n+](C)c2ccccc21	4%
C=CCN(CC=C)C(=O)CN1C(=O)NC(c2ccccc2)(c2ccccc2)C1=O	8%
CCN(C(=O)COc1ccc(C(=O)c2ccccc2)cc1)c1ccccc1	6%
COc1ccc(CCNC(=S)N2CCN(S(=O)(=O)c3cccc(F)c3)CC2)cc1	-4%
Cc1ccccc1CNC(=O)c1ccc(-c2nc(CS(=O)(=O)c3ccccc3)c(C)o2)cc1	5%
CC1CCCN(CC(O)COc2ccc(-c3ccccc3)cc2)C1 (stereo not given)	-10%
Cc1ccc(C)c(N2CCN(c3nc4ccccc4n4c(C)nnc34)CC2)c1	-17%
O=C(CN(C(=O)CCC(=O)Nc1ccccn1)c1ccccc1F)NCc1ccc2c(c1)OCO2	16%
Cc1ccc(-n2c(SCC(=O)N3CCOCC3)nnc2-c2ccncc2)cc1C	-3%
CCC(=O)N1c2ccccc2CC1C(=O)N1CCN(c2cccc(OC)c2)CC1 (stereo not given)	5%
O=C(CS(=O)(=O)c1ccc(Cl)cc1)Nc1nccs1	6%
COc1cccc(C(=O)c2cn(CC(=O)Nc3cc(Cl)c(OC)cc3OC)c3nc(C)ccc3c2=O)c1	-11%
Cc1cccc(OCC(=O)NCc2ccc3c(c2)CCN3C(=O)c2ccccc2)c1	3%
CCC(=O)N1CCc2cc(CNS(=O)(=O)c3ccc(CC(C)C)cc3)ccc21	-5%
COc1ccc(Cl)cc1C(=O)NNC(=O)c1cccc(S(=O)(=O)N(C)C)c1	-1%
CN1CCc2nc3sc(C(=O)c4ccc(F)cc4)c(N)c3cc2C1	6%
Cc1ccc(C(=O)OCC(=O)N2CCC(C)CC2)cc1S(=O)(=O)N1CCOCC1	-2%
COc1ccc(NC(=O)CSc2nnc(NC(=O)Nc3ccc(OC)cc3)s2)cc1	-1%
CC(=O)Nc1cccc(C(=O)OCC(=O)NCc2cc(C)c(O)c(C)c2)c1	1%
CCc1cc(C(=O)c2ccc(OC)cc2)c(NC(=O)CC(C)(C)CC(=O)O)s1	-3%

Taken from above.
O=C1CN(C(=O)COc2ccc(Cl)cc2)C(c2ccc(F)cc2)c2cc(Cl)ccc2N1 (stereo not given) in aSyn yeast rescue reads 11%
O=C1CC(c2c(F)cccc2Cl)c2c(ccc3ccccc23)N1 (stereo not given) in aSyn yeast rescue reads -11%

The list goes on:
SMILES	aSyn yeast rescue
Cc1ccc2oc(-c3cc(NC(=O)CC(C)C)ccc3Cl)nc2c1	-5%
Cn1c(SCC(=O)Nc2ccc(Br)cc2)nc(O)cc1=O	-7%
CCc1nnc(NC(=O)c2nc(S(C)(=O)=O)ncc2Cl)s1	7%
Nn1c(SCC(=O)Nc2ccc(OC(F)F)cc2)nnc(Cc2ccccc2)c1=O	9%
O=C(CNC(=O)COc1ccccc1)NCc1cccnc1	13%
CC1CCN(C(=O)c2ccc3c(c2)C(=O)c2ccccc2-3)CC1	1%
CCCNc1nc(N2CCCC2)nc(N2CCCC2)n1	0%
Cc1ccc2c(c1)c(=O)c(S(=O)(=O)c1ccc(F)cc1)cn2CC(=O)Nc1ccc2c(c1)OCO2	-2%
COc1ccc(C(=O)COC(=O)c2ccccc2NS(=O)(=O)c2ccc(O)c([N+](=O)[O-])c2)cc1	-11%
Cn1nc(C(=O)NCc2ccccc2Cl)c2c1-c1ccccc1SC2	-2%
CCn1c(SCC(=O)Nc2ccc(OC)cc2OC)nc2nc3c(cc2c1=O)COC(C)(C)C3	-1%
Cc1cc(C)nc(N2CCC(C(=O)NNC(=O)c3ccccc3)CC2)n1	9%
COc1cccc(CNC(=O)CSc2nnc(C)c3c(C)n(-c4ccccc4)nc23)c1OC	-2%
COc1ccc(C2c3[nH]c4ccccc4c3CCN2C(=O)c2cc3ncccn3n2)c(F)c1 (stereo not given)	10%
Cc1cnc(CN2CCc3c([nH]c4ccccc34)C2C2CCCCC2)[nH]1 (stereo not given)	14%
CN(C)CCNc1ncnc2c1cnn2-c1cccc(Cl)c1	5%
CSc1ncnc2c1ncn2CCCNCc1ccc2c(c1)OCO2	1%
CCc1ccc(NS(=O)(=O)c2c(C)nc3sc(CC)nn3c2=O)cc1	?
Cc1ccccc1NC(=O)CNC(=O)N1CC(=O)Nc2ccccc21	-4%
